# Integrin act MD: activators of alpha7 integrin expression for muscular dystrophy | alpha7betagal myoblasts, beta-gal FDG fluorescence, 48 h | Potency, µM (doses to about 38.3 µM), without a hit: at the highest dose activation, actives largely listed as activators | AID 624291 | 350,000 compounds, 0.064% hits;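 also: potency is read from the fitted curve at half-maximal effect; 100% = response of the positive control SU9516; nearly all actives have a fitted effect of over 60% in size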
#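 Alpha7betagal+/- myoblasts (passage 13) were plated 16-24 hr, then exposed to compounds (1:260 dilution of DMSO stock) for 48 hours at 37C. After MPER lysis, β-galactosidase reporter activity was read as FDG fluorescence (ex 480/em 540) after 30 minutes.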
# TSG101-PTAP inh: blocks PTAP/TSG101 interaction to inhibit HIV-1 budding. AID 493005. Q99816. 340,000 tested, under 10 active. Fluorescence polarization, FITC-PTAP peptide / Tsg101 binding. Potency, µM (highest dose often 115 µM), inactives show at the highest dose activity change, negative = inhibition, hits mostly inhibitors; active = well fitted inhibition curve with a large enough effect in the main read-out, with a control signal flat, not every such curve was filed as active; inconclusive = small, poorly fitted or top-dose-only effect, or effect the other way, or a change in a side signal; inactive = no such curve, though single readings can be large or run the other way; also: potency is read from the fitted curve at half-maximal effect; % of control where 0% means no effect
# Target sequence (Q99816 whole entry, looked up): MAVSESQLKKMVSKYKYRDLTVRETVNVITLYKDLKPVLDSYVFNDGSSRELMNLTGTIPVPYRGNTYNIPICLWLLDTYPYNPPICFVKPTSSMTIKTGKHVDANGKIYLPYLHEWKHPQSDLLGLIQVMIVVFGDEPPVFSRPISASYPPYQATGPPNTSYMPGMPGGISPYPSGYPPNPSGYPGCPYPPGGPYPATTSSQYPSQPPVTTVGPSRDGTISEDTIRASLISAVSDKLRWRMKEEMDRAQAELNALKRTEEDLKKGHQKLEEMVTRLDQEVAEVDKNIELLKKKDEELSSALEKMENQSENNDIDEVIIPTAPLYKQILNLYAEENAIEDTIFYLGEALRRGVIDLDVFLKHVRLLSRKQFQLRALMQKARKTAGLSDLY
#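 FP read-out: FITC-PTAP peptide, 50 nM final, binding Tsg101 binding domain, 10 uM final; 20 min, r.t.; 10 mM HEPES pH 7.5, 0.15 M NaCl, 0.01% Tween 20, 3 mM EDTA, 0.1 mM TCEP.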
# USP2a block: inhibitors of human ubiquitin-specific protease USP2a; O75604; USP2 core, Ub-CHOP2 coupled fluorogenic reporter, 485/531; Potency, µM (series often up to 38.3 µM), for the others: at the highest dose activity change, negative = inhibition, most hits filed as inhibitors; 330,000 compounds, 0.01% hits;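 also: potency is read from the fitted curve at half-maximal effect; plate controls were DMSO wells for no effect and full inhibition by NEM control for full effect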
#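 USP2 core (10nM final) preincubated 30min RT with compound in 20mM Tris-HCl pH 8.0, 2mM CaCl2, 2mM beta-mercaptoethanol, 0.05% CHAPS; 25nM Ub-CHOP2 plus 25nM reporter substrate added, fluorescence (Ex485/Em531) read after 60min.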
# B2AR arrestin: beta2AR (human) beta-arrestin recruitment activity; Potency, µM (doses to about 46.1 µM), for the others: at the top dose activation, hits mostly activators; 330,000 compounds, 0.02% hits; beta-arrestin recruitment to beta2AR, cell-based reporter;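 also: potency is read from the fitted curve at half-maximal effect; 0% = DMSO controls and full agonism = EC100 isoproterenol or metaproterenol; nearly all actives have a fitted effect of over 65% in size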
# Target sequence (P07550 whole entry, looked up): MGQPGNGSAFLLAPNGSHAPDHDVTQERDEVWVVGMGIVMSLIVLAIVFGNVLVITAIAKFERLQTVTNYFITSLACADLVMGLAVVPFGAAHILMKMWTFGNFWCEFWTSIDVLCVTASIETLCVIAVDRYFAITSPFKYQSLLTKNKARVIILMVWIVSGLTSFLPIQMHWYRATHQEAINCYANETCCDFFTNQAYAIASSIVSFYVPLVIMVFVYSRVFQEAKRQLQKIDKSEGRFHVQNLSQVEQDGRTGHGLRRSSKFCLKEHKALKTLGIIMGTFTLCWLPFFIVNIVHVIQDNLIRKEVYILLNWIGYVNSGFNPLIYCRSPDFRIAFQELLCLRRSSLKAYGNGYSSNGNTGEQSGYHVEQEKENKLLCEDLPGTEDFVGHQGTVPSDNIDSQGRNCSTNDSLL
# TRPV1 agonist: activates the human vanilloid receptor TRPV1; 320,000 compounds, 0.19% hits; activation, % at 8.33 µM; Q8NER1; TRPV1-expressing cells, Fluo-8 calcium influx, agonist mode; in the data active = activation above about 80%; inconclusive = between about 30% and that limit; also: 0% is about no effect
#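 TRPV1-expressing cells were cultured overnight at 35.5C and loaded with Fluo-8 calcium dye for 40 to 90 min at room temperature. After a 10 s baseline, compound was added and calcium influx was read kinetically for 3 min (ex 480/em 520 nm).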
# BRCA1 expr up: activators of BRCA1 expression | 380,000 compounds, 1.1% hits | MCF7-BRCA1-FFLuc reporter, luminescence, 48 h; response scale: scaled: vehicle 0%, 10 µM genistein 100% | AID 624202 | Potency, µM (series often up to 46.1 µM), for the others: at the highest dose activation, usual class: activators; also: potency is read from the fitted curve at half-maximal effect; nearly all actives have a fitted effect of over 80% in size; some results filed as inactive show a strong effect at the top dose
#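 Quantitative HTS in MCF7 cells stably reporting BRCA1 expression via firefly luciferase. Compound treatment lasts 48 h at 37 °C in phenol-red free MEM. Activation is expressed relative to genistein at 10 microM and DMSO.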
# p53 reactivation: mutant p53 re-activation in reporter cells. H1299 p53-A138V BP100-luciferase reporter, luminescence, 24 h. Potency, µM (series often up to 92.2 µM), without a hit: at the highest dose activity change, positive = activation, most hits filed as activators. 320,000 compounds, 0.063% hits. AID 504706; also: potency is read from the fitted curve at half-maximal effect; % of control where 0% means no effect; nearly all actives have a fitted effect of over 45% in size
#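 H1299 (p53-null), stable ts p53-A138V + BP100-Luc; 1000 cells/well, Opti-MEM/10% FBS; cpd 4 pt, 1:5; 24 h, 37 deg C, 5% CO2; detection reagent 10 min RT; luminescence.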
# ELG1 genotoxic: induces genotoxicity in HEK293T cells with luciferase-tagged ELG1 | 330,000 compounds, 1.3% hits | Potency, µM (top dose mostly 46 µM), for the others: top-dose activity change, positive = activation, hits mostly activators | HEK293T ELG1-luciferase reporter, luminescence, 16 h; also: potency is read from the fitted curve at half-maximal effect; % of control where 0% means no effect; nearly all actives have a fitted effect of over 60% in size
#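 Genotoxic stress is detected as increased luminescence from luciferase-tagged ELG1 in HEK293T cells, measured with ONE-Glo after a 16 hr treatment at 37 °C.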
# S-ASM inh: inhibitors of human secretory acid sphingomyelinase; P17405; placental ASM, HMU-PC fluorogenic substrate, 60 min; Potency, µM (doses to about 57.5 µM), for inactives: top-dose activity change, negative = inhibition, actives largely listed as inhibitors; 340,000 compounds, 0.006% hits; AID 504937; also: potency is read from the fitted curve at half-maximal effect
#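 Fluorogenic HMU-PC substrate (9 uM final) is turned over by placental ASM in 60 min at 37 C after a 10 min compound preincubation. Reaction ended by alkaline stop (pH 10), with fluorescence read at 386/447 nm.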
# uPA generation: inhibitors of cell surface uPA generation; cell surface uPA generation assay, qHTS; Potency, µM (doses to about 38.3 µM), for the others: top-dose activity change, negative = inhibition, usual class: inhibitors; 330,000 compounds, 0.31% hits; active = well fitted inhibition curve with a large enough effect; inconclusive = small, poorly fitted or top-dose-only effect; inactive = no such curve, though single readings can be large or run the other way; tested in mouse RAW 264.7 cells; also: potency is read from the fitted curve at half-maximal effect; % is scaled to controls: 0 for no effect and ±100 for the full control effect; nearly all actives have a fitted effect of over 55% in size
# Eya2 phos inh: inhibitors of human Eya2 phosphatase activity | O00167 | recombinant Eya2, OMFP fluorescence dephosphorylation (OMFP is methylfluorescein phosphate) | Potency, µM (highest dose often 76.9 µM), without a hit: top-dose activity, negative = inhibition, hits mostly inhibitors | 330,000 compounds, 0.006% hits | AID 488837; also: potency is read from the fitted curve at half-maximal effect; % is scaled to controls: 0 for no effect and ±100 for the full control effect
#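 Eya2 protein (added as 0.2 uM solution) was preincubated with compound for 10 min at ambient temperature in 50 mM HEPES pH 7.5, 50 mM NaCl, 5 uM MgCl2, 0.05% BSA, 1 mM DTT. OMFP (added at 50 uM) then reacted 10 min; fluorescence read at 485/525 nm.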
# Numbers without * were called inactive; i = inactive; ? = inconclusive; nt = no result given; [ ] = another dose, or the depositor's remark. Unless noted, calls follow the shape of the dose curve; as a rule, active = well fitted curve in the direction sought with a large enough effect; inconclusive = small, poorly fitted or top-dose-only effect, or another doubt; inactive = no such curve, though single readings can be large; an effect the other way counts as inactive or inconclusive. Hits appear at their usual frequency; about 2.6% have a hit in one of these screens.
SMILES,Integrin act MD,TSG101-PTAP inh,USP2a block,B2AR arrestin,TRPV1 agonist,BRCA1 expr up,p53 reactivation,ELG1 genotoxic,S-ASM inh,uPA generation,Eya2 phos inh
FC(F)(F)c1cccc(CN2CCC(c3cc(-c4cccs4)n[nH]3)CC2)c1,-56.5%[inhibitor],-1.0%,0.7%,-0.2%,-2.8,-90.2%,8.7%,3.3%,5.6%,-12.5%,0.4%
Cc1cc(C)nc(SC2c3cccc4cccc(c34)C2NS(=O)(=O)c2ccccc2)n1 (stereo not given),?,-0.9%,-1.4%,0.3%,19.4,-58.9%,-7.9%,0.2%,-3.5%,-5.2%,-1.9%
Oc1ccc(N=Nc2ccc3c(c2)OCO3)c2ccccc12,nt,nt,-0.8%,0.0%,2.9,nt,29.4%,5.17µM*,nt,nt,17.2%
CC1(C)CC(=O)c2cc(OCC(=O)NCCN3CCCc4ccccc43)ccc2O1,-2.9%,-3.1%,-0.6%,0.0%,-1.9,-1.8%,-8.9%,-1.3%,143.9%[activator],nt,-2.2%
COc1ccc(-c2cc(C(=O)Nc3cc(S(=O)(=O)N4CCOCC4)ccc3N3CCOCC3)c3ccccc3n2)cc1,?,-0.2%,1.1%,0.0%,21.2,-21.1%,-4.0%,-13.8%,4.9%,26.7%,-4.5%
O=C(c1ccc(F)cc1)N1CCCC(C(=O)N2CCCCC2)C1 (stereo not given),?,3.2%,1.3%,-0.4%,23.7,-3.6%,-0.9%,0.0%,0.8%,?,-2.6%
Cc1ccccc1Nc1nc(Nc2ccccc2C)nc(SC2=NCCS2)n1,20.2%,-6.3%,-1.5%,-0.1%,5.0,-53.9%,18.4%,-8.3%,-10.7%,-12.6%,-14.9%
CCOC(=O)c1c(NC(=O)c2cccs2)sc2c1CCN(C(=O)OCC)C2,-9.4%,-7.9%,-1.5%,-0.4%,5.3,-11.0%,-2.9%,-15.9%,2.8%,8.5%,9.4%
O=S(=O)(Nc1ccc(-c2nc3cccnc3s2)cc1)c1ccccc1F,-15.3%,-3.5%,2.5%,0.2%,5.2,10µM*,17.8%,?,i,-1.9%,3.4%
COc1ccc(-n2nc(C(=O)NCC(=O)N3CCN(c4ccccc4)CC3)c3ccccc3c2=O)cc1OC,14.7%,-3.5%,0.4%,-0.4%,-0.7,69.3%,?,4.2%,-3.7%,-8.1%,1.2%
O=C(COc1cccc(F)c1)Nc1nc(-c2cccnc2)cs1,12.6%,-4.8%,5.8%,-0.2%,0.9,-21.4%,0.6%,-1.3%,-1.6%,2.0%,-17.6%
CCN(CC)CCSc1nc(O)c(-c2ccccc2)c(=O)[nH]1,15.2%,0.2%,4.3%,-0.8%,-1.9,4.8%,?,-4.0%,3.3%,4.2%,8.1%
Cc1cccc(N(C)S(=O)(=O)c2ccc3c(c2)CCC(=O)N3)c1,7.5%[7.66 µM],-8.5%,1.7%,-0.5%,-1.6,3.0%,-15.2%,2.0%,-2.4%,nt,5.7%
Cc1ccc(C)n1-c1sc2c(c1C#N)CCCC2,5.9%,-5.0%,1.4%,-0.1%,3.2,-6.4%,27.2%,?,1.2%,3.8%,-0.2%
Cc1ccc(S(=O)(=O)NCC(=O)OC(C)C(=O)Nc2ncc(Cl)cc2Cl)cc1 (stereo not given),-7.3%,-5.7%,-0.9%,-0.5%,0.0,-15.1%,-5.0%,0.9%,3.1%,13.9%,8.8%
O=c1[nH]c(COc2ccc(Cl)cc2Cl)nc2ccccc12,27.0%,-0.1%,1.4%,0.0%,-7.4,?,?,9.2µM*,2.3%,-2.8%,2.0%
COc1cc(C2C(C#N)=C(N)Oc3n[nH]c(-c4cccs4)c32)cc(OC)c1O (stereo not given),2.8%,-2.4%,4.4%,-0.1%,2.2,-2.8%,0.1%,16.2%,12.7%,-3.9%,1.0%
CCN1C(=O)C(=O)N(CC(=O)Nc2ccccc2Oc2ccccc2)C1=O,-29.4%,-2.5%,0.7%,0.3%,-2.2,16.4%,9.0%,1.0%,-5.1%,nt,-1.6%
O=C(OCCN1CCCCC1)c1c[nH]c2ccccc12,nt,-0.5%,3.3%,0.3%,1.5,-20.3%,13.6%,13.0%,6.2%,-10.3%,-0.1%
CCOc1ccc(N(CC(=O)O)S(=O)(=O)c2ccc(F)cc2)cc1,9.1%,-6.5%,7.8%,0.1%,-2.9,29.7%,0.1%,-3.9%,4.3%,5.8%,19.1%
O=C(Nc1ccccc1)NC1CCCc2ccccc21 (stereo not given),-3.0%,0.2%,1.0%,0.1%,?,-1.0%,0.1%,-2.0%,7.2%,-13.2%,1.2%
COc1cc(Br)c(CC2c3cc(OC)c(OC)cc3CCN2C)cc1OC (stereo not given),17.4%,-3.6%,nt,nt,nt,-17.3%,nt,nt,6.4%,4.8%,nt
CCCC(=O)Nc1ccccc1-c1nnn(CC(=O)Nc2ccc(OCC)cc2)n1,-31.9%,-0.1%,1.5%,0.5%,3.4,-42.7%,-16.7%,-1.9%,-3.1%,-5.7%,0.0%
C=CCn1c(SCC(=O)Nc2sccc2C#N)nc2sc(C)c(C)c2c1=O,-29.2%,-2.0%,nt,nt,2.3,-11.3%,nt,nt,0.5%,3.1%,nt
CN(C)S(=O)(=O)c1ccc(N2CCOCC2)nc1,15.9%,-3.3%,-1.9%,-0.5%,-3.2,0.4%,-16.5%,2.5%,2.9%,nt,-3.3%
Cn1cc([N+](=O)[O-])c(C(=O)N/N=C/c2ccc3c(c2)OCO3)n1,-15.7%,-2.1%,2.3%,-0.2%,22.0,20.8%,4.0%,7.6%,0.0%,1.6%,3.0%
COC(=O)[C@@]1(Cc2ccc(OC)cc2)[C@H]2c3cc(C(=O)N4CCCC4)n(CCSCCO)c3C[C@H]2CN1C(=O)c1ccccc1,-4.8%,0.6%,-6.5%,6.0%,-12.6,1.8%,4.3%,-0.1%,13.7%,5.5%,4.1%
COc1ccccc1C(=O)Nc1ccc(OCc2nnc3c4ccccc4c(C)nn23)cc1,-9.3%,-1.6%,-6.1%,0.2%,-1.4,11.3%,-9.0%,-0.6%,-12.3%,-0.1%,-12.9%
COC(=O)CN1C(=O)S/C(=C/c2ccc(N3CCCCC3)o2)C1=O,-69.0%[inhibitor],?,?,-1.0%,?,10µM*,-8.5%,14.8%,?,-9.5%,?
Cc1cccc(C)c1NC(=O)CSc1nnc(C)n1CC1CCCO1 (stereo not given),3.6%,-1.2%,0.0%,-0.1%,1.1,0.5%,1.8%,-1.9%,-1.7%,-0.7%,2.7%
COc1cccc(C(=O)Nc2sc(C(C)C)cc2C(N)=O)c1OC,9.7%,-1.4%,-13.2%,-0.3%,5.1,11.3%,-2.9%,-3.6%,9.3%,9.0%,-8.3%
COc1ccc(NS(=O)(=O)c2ccc(C)c(C(=O)N(C)Cc3ccc(C)cc3)c2)cc1,-33.9%,-15.0%,-1.2%,-2.4%,3.7,-2.3%,-5.3%,-7.2%,0.2%,1.6%,-9.1%
COc1cnc(SCCC(F)=C(F)F)[nH]c1=O,?,-9.6%,1.5%,-0.3%,-0.5,-8.1%,-0.9%,0.0%,-1.5%,-1.9%,-1.9%
Cc1c(C(=O)NNC(=O)c2ccncc2)oc2ccc(Br)cc12,4.6%,-2.2%,0.6%,-0.5%,?,38.2%,1.2%,4.0%,-5.3%,0.2%,-13.7%
O=C(Cc1ccc(N2CCNC2=O)cc1)N1CCCC(Nc2cccc(F)c2)C1 (stereo not given),-18.9%,0.6%,-1.9%,-0.2%,6.8,-29.8%,-5.8%,7.7%,-0.4%,1.41µM*,?
COc1cccc(/C=C/C(=O)c2cccc([N+](=O)[O-])c2)c1OC,-65.9%[inhibitor],-1.5%,-0.9%,0.0%,-0.6,-90.7%[inhibitor],-11.3%,?,-1.7%,-2.7%,-2.9%
COc1ccccc1/C=N/NC(=O)c1ccccc1NS(=O)(=O)c1ccc(C)cc1,-14.3%,-1.2%,-1.6%,0.5%,8.3,0.9%,8.3%,0.8%,-0.4%,-1.9%,-3.6%
CC1(C)CC(=O)C(C=NCCN2CCOCC2)=C(O)C1,1.8%,-1.3%,0.2%,0.5%,-5.4,-0.9%,6.3%,2.1%,6.1%,-7.1%,-3.7%
O=C(NS(=O)(=O)c1ccc(Cl)cc1)c1ccccc1,-12.3%,-3.4%,-2.7%,-0.9%,0.1,3.5%,2.9%,0.5%,7.6%,-3.1%,1.4%

# Bioassay records (PubChem)
